Measles CPE – protection of cells from measles virus. protection (pct of control), % at 4 µM. hit rate 1.5% among 140,000. AID 841. Measles virus-infected cells, CPE protection, absorbance; in the data active = protection mostly above about 24%, no sharp cut-off; inactive = mostly below about 26%; note: some compounds called inactive have numbers as strong as hits
MRP-1 activ – MRP-1 activation; hit rate 0.61% among 140,000; viability increase, % at 10 µM; AID 799; H69AR cells + doxorubicin, viability rescue, CellTiter-Glo;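 active = viability gain under doxorubicin at or above a set limit, the compound median plus 3 SD, cut at about 4.7% in these data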;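 note: MRP-1 overexpressing cells given doxorubicin 25 µM after compound pretreatment; 18-22 h compound pretreatment then 72 h with doxorubicin before readout; 0% = doxorubicin-only wells and 100% = vehicle-treated cells without doxorubicin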
E-sel TNF inh – TNF alpha driven E-selectin expression inhibition | HUVEC TNFa-induced E-selectin immunofluorescence, high content | inhibition, % at 2 µM | hit rate 0.71% among 120,000;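 active = inhibition above the batch mean plus 3 SD, and confirmed as a hit on visual image review, cut at about 43% in these data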;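 note: 0% = TNF-stimulated DMSO wells and 100% = unstimulated control wells; not every result past the cut was called active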
HCT116 bCat-KO – beta-catenin-lacking colon tumor cell growth suppression; AID 818; HCT116 beta-catenin knockout viability, CellTiter-Glo, 60 h; stronger effect = lower value; viability, % at 10 µM; hit rate 1.5% among 140,000;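 active = viability at or under a set limit, the compound median less 4 SD, cut at about 6% in these data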;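 note: 0% = Hyamine 1622 control at 20 µM and 100% = untreated cell control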
HCT116 PTEN-null – growth suppressors of cells with PTEN tumor suppressor deletion. hit rate 1.2% among 140,000. AID 827. HCT116 PTEN-null viability, CellTiter-Glo, 60 h; stronger effect = lower value. viability, % at 10 µM;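 active = viability at or below a set limit, 4 SD under the median of all tested compounds, cut at about 3.7% in these data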;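 note: PTEN knockout HCT116 line with beta catenin targeted HCT116 as companion control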
NPY Y2 blocker – NPY-Y2 (human) receptor antagonism. NPY-Y2 expressing cells, antagonist mode. inhibition, % at 2.7 µM. hit rate 0.99% among 140,000. AID 793; in the data active = inhibition above about 17%;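 note: 0% = vehicle with agonist challenge and 100% = reference antagonist with challenge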
Target sequence (P49146 whole entry, looked up): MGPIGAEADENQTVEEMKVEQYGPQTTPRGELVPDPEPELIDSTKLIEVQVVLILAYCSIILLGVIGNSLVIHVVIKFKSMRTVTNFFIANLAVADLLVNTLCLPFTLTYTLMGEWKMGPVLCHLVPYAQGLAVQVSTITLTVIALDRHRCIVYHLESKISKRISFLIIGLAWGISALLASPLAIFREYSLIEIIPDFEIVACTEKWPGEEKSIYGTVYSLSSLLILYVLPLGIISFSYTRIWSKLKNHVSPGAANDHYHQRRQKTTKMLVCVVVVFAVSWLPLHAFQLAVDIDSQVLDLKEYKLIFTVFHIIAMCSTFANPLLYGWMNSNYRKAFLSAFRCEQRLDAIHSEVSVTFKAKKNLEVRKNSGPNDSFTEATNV
Yeast lifespan up – extends the lifespan of yeast; AID 775; hit rate 0.68% among 130,000; S. cerevisiae growth with nicotinamide, OD615; deaD strain in restrictive glucose medium; inhibition of the nicotinamide effect, % at 10 µM;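 active = inhibition above a set limit, placed 3 SD over the median of all compounds, cut at about 26% in these data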;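 note: 0% = nicotinamide-treated wells and 100% = cells grown without nicotinamide; some compounds called inactive have numbers as strong as hits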
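Material: Modified budding yeast, DeaD strain | Medium: Restrictive glucose medium | Probe or stimulus: 1.5 mM nicotinamide | Dosing: Single dose 10 µM compound, 0.25% DMSO | Times: 48 h at 30 °C | Technique: OD615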
GALR2 antag – blocks the human galanin receptor 2 | hit rate 0.39% among 140,000 | inhibition, % at 4 µM | GALR2-expressing cells, antagonist mode | O43603; in the data active = inhibition above about 27%;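 note: cells stimulated with galanin 1-16 at roughly its EC80; 0% = agonist challenge control and 100% = basal control without agonist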
Target sequence (O43603 whole entry, looked up): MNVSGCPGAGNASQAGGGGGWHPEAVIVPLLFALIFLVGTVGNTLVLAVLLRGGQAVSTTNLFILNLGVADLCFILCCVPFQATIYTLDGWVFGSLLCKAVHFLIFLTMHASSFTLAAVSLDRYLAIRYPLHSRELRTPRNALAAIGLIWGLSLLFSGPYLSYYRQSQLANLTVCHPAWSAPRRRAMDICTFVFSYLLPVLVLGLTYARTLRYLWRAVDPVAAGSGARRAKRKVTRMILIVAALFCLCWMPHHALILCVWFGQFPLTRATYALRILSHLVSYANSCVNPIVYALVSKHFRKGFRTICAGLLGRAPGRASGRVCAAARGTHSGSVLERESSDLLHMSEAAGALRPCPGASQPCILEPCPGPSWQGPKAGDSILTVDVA
BB579 growth dn – chemicals that inhibit yeast BB579 growth in restrictive medium (lifespan-shortening candidates); inhibition, % at 10 µM; S. cerevisiae BB579 growth, OD615, 48 h; AID 804; hit rate 0.51% among 140,000;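 active = inhibition above a set limit, 3 SD over the mean compound inhibition, cut at about 44% in these data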; note: inactives centre near -24
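Test system: Saccharomyces cerevisiae DeaD strain BB579, replicative lifespan model yeast | Buffer or medium: Restrictive CSMM-D medium | Doses: One dose, 10 µM compound with 0.25% DMSO | Incubation: 48 h exposure, 30 °C | Detection: Culture absorbance at 615 nm | Control set: Amphotericin B at 10 µg/mL as positive control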
Phagocyt inh – macrophage phagocytosis inhibition | J774A.1 macrophage IgG-bead phagocytosis, imaging | inhibition, % at 5 µM | hit rate 0.07% among 110,000 | AID 1029;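 active = inhibition above the mean of the plate negative controls plus 5 SD, cut at about 13% in these data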;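 note: phagocytic index as fraction of beads internalized from green versus red external bead signal; plate controls were DMSO negative control for no effect and cytochalasin-D positive control for full effect; some results beyond the cut were filed as inactive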
The depositor's hits bear a star; · = no result given.

Each structure is followed by: Measles CPE	MRP-1 activ	E-sel TNF inh	HCT116 bCat-KO	HCT116 PTEN-null	NPY Y2 blocker	Yeast lifespan up	GALR2 antag	BB579 growth dn	Phagocyt inh
COc1ccc(-n2cccc2/C=C/[N+](=O)[O-])cc1
    8	-5.2	4	2.2*	2.8*	3	14	20	19	·
O=C(O)[C@@H]1CCCN1c1ncnc2sc3c(c12)CCC3
    9	-0.6	9	100	106	3	-9	-3	-21	2
Cc1c(/C(O)=C2\C(=O)C(=O)N(CCN(C)C)C2c2cccnc2)cnn1-c1ccccc1 (stereo not given)
    15	-0.3	·	99	105	5	-8	-2	-16	-2
CC1CN(C2CCN(S(=O)(=O)c3ccc(F)cc3)CC2)CC(C)O1 (stereo not given)
    15	-0.3	·	96	104	-1	-8	-5	-5	-1
CCC(C)(C)n1nnnc1C(c1ccccn1)N1CCN(c2cccc(OC)c2)CC1 (stereo not given)
    6	0.7	30	88	91	1	·	18	-45	·
O=C(N1CCN(Cc2ccccc2)CC1)C(Cl)(Cl)Cl
    20	0.0	-13	94	99	6	2	2	5	-7
FC(F)(F)c1ccc(N=Cc2sc(N3CCOCC3)nc2-c2ccccc2)cc1
    5	-0.9	·	88	87	0	-6	9	-7	-1
C=C(C)COc1ccc(-c2nc(N)ncc2Oc2ccccc2OCC)c(O)c1
    35	-0.4	-25	41	50	2	-4	-3	-16	0
C=CCNC(=O)c1ccc(N(CC=C)S(C)(=O)=O)cc1
    3	-2.0	10	95	83	0	·	-8	-37	·
O=C(CCSc1ccc(Cl)cc1)N1CCN(c2ncccn2)CC1
    10	0.3	·	94	95	11	-3	-20	-30	0
CC1=NN(Cc2ccccc2)C(=O)C1
    5	0.7	·	114	103	1	5	2	-19	-7
O=S(=O)(c1cc(Cl)ccc1Cl)N1CCN(Cc2ccc3c(c2)OCO3)CC1
    15	-3.2	30	88	88	10	-3	-6	-20	0
Cc1ccc(NC(=O)c2ccc(NCCCN3CCOCC3)c([N+](=O)[O-])c2)cc1Cl
    6	-5.4	·	7	5	-2	-6	1	35	-2
CS(=O)(=O)N1CCCC(C(=O)NC2CCCCCCC2)C1 (stereo not given)
    ·	0.1	-23	103	88	3	-13	-1	-80	0
COc1cc2[nH]c(=O)n(CCC(=O)NC3CCN(Cc4ccccc4)CC3)c(=O)c2cc1OC
    10	0.3	-17	102	100	8	-3	-2	-32	2
CCOC(=O)CSc1cc(=O)n(C)c2cc(Cl)ccc12
    15	-2.6	4	82	88	3	-25	-5	-6	·
COCC(C)n1c(C)cc(C(=O)Cn2c(=O)oc3ccccc32)c1C (stereo not given)
    11	-3.2	-16	95	95	-1	4	-8	-62	0
COc1ccc(CNCc2ccco2)cc1OCc1ccccc1
    2	-2.3	-54	94	100	9	-5	-8	-28	-1
CSc1nc(-c2ccccc2)ccc1C(N)=O
    8	-0.7	-9	94	101	8	-9	-12	15	-1
Cc1c(C(=O)N2CCCCC2)sc(N)c1C#N
    9	-0.4	-26	81	95	1	-12	6	0	0

The last 6 compounds of the section before lead into the next.
Each structure is followed by: Measles CPE	MRP-1 activ	E-sel TNF inh	HCT116 bCat-KO	HCT116 PTEN-null	NPY Y2 blocker	Yeast lifespan up	GALR2 antag	BB579 growth dn	Phagocyt inh
COc1cc2[nH]c(=O)n(CCC(=O)NC3CCN(Cc4ccccc4)CC3)c(=O)c2cc1OC
    10	0.3	-17	102	100	8	-3	-2	-32	2
CCOC(=O)CSc1cc(=O)n(C)c2cc(Cl)ccc12
    15	-2.6	4	82	88	3	-25	-5	-6	·
COCC(C)n1c(C)cc(C(=O)Cn2c(=O)oc3ccccc32)c1C (stereo not given)
    11	-3.2	-16	95	95	-1	4	-8	-62	0
COc1ccc(CNCc2ccco2)cc1OCc1ccccc1
    2	-2.3	-54	94	100	9	-5	-8	-28	-1
CSc1nc(-c2ccccc2)ccc1C(N)=O
    8	-0.7	-9	94	101	8	-9	-12	15	-1
Cc1c(C(=O)N2CCCCC2)sc(N)c1C#N
    9	-0.4	-26	81	95	1	-12	6	0	0
Cc1cc(=O)oc2cc(OCC3CC(c4ccc(N(C)C)cc4)=NO3)ccc12 (stereo not given)
    1	-1.4	·	96	96	-2	-6	2	-34	0
O=C(NN=C1c2ccccc2-c2ccccc21)c1ccccc1Br
    4	-1.9	10	84	79	6	-32	7	13	0
N#CCC(=O)NN=C1CCCCCCCCCCC1
    3	-1.5	16	102	90	3	-8	-7	-23	·
CCc1nnc(N/N=C/c2c(Cl)cccc2Cl)n1N
    8	-1.2	-38	97	94	8	1	4	5	·
Cc1ccc2nc(-c3ccccc3)cc(C(=O)NCCCn3ccnc3)c2c1
    2	0.4	·	117	90	-1	-15	16	-32	·
CCCC(=O)C1=C(c2ccccc2)C(C#N)(C#N)C(C#N)=C1N
    7	-1.2	-6	92	96	-1	-7	-5	-7	-3
O=C(COC(=O)c1ccccn1)Nc1c(Cl)cccc1Cl
    6	-1.2	·	90	88	-1	-14	-1	-46	·
CCOC(=O)c1c(C)[nH]c(C)c1C(=O)Cn1nnc(-c2ccccc2C)n1
    31	0.3	-21	80	72	3	-11	9	-40	·
CC(C)n1nc(C(=O)Oc2ccc(Cl)cc2)c2ccccc2c1=O
    43	-0.6	·	88	94	3	29*	6	-32	-3
CCOC(=O)C1CCCN(C(=O)Cc2ccc(Cl)cc2)C1 (stereo not given)
    9	-2.1	22	82	102	7	-3	-5	-41	·
CN1/C(=C\C(=O)c2cncc(Br)c2)C(C)(C)c2ccccc21
    19	-1.0	-4	13	16	7	-6	8	-11	-1
O=C(CCNS(=O)(=O)c1ccc(Br)s1)N1CCCCC1
    25	0.2	6	94	98	3	-7	-11	-17	0
c1ccc(-c2noc(-c3cccnc3)n2)cc1
    20	-3.4	15	88	106	2	-9	-9	-36	-2
COc1ccc(N2CCN(C(=O)CSc3ncccc3-c3nc4ccccc4[nH]3)CC2)cc1
    3	-1.5	·	72	72	3	-13	-19	-57	-1
Cc1ccc(/C(O)=C2/C(=O)C(=O)N(Cc3cccnc3)C2c2ccccn2)cc1 (stereo not given)
    19	-1.0	-2	92	96	-1	-6	-3	-62	3
O=C(CSCC(=O)N1CCCCC1)Nc1nc(-c2ccccc2)c(-c2ccccc2)s1
    9	-2.3	-18	55	61	2	3	14	-29	·
CC(C)C(=O)NC(c1cccs1)c1cc([N+](=O)[O-])c2cccnc2c1O (stereo not given)
    1	-2.5	3	105	95	3	-13	4	1	-5
Nc1nc(SCCOc2ccccc2)n[nH]1
    22	-1.1	-36	93	99	1	-5	-3	-60	·
CC(=O)NCCc1ccc(S(=O)(=O)N2CCCC2)cc1
    18	-0.7	·	75	88	3	-12	-1	-1	-1
Cc1nnc(SCC(=O)N2CCN(S(=O)(=O)c3ccc(Cl)cc3)CC2)n(N)c1=O
    31	-0.7	·	94	103	0	10	-3	-46	0

Entries of single compounds from above.
Listed for `O=C(CSCC(=O)N1CCCCC1)Nc1nc(-c2ccccc2)c(-c2ccccc2)s1` : Measles CPE = 9; MRP-1 activ = -2.3; E-sel TNF inh = -18; HCT116 bCat-KO = 55; HCT116 PTEN-null = 61; NPY Y2 blocker = 2; Yeast lifespan up = 3; GALR2 antag = 14; BB579 growth dn = -29; Phagocyt inh = ·
Listed for `CCOC(=O)C1CCCN(C(=O)Cc2ccc(Cl)cc2)C1` (stereo not given) : Measles CPE = 9; MRP-1 activ = -2.1; E-sel TNF inh = 22; HCT116 bCat-KO = 82; HCT116 PTEN-null = 102; NPY Y2 blocker = 7; Yeast lifespan up = -3; GALR2 antag = -5; BB579 growth dn = -41; Phagocyt inh = ·

Next section.
Each structure is followed by: Measles CPE	MRP-1 activ	E-sel TNF inh	HCT116 bCat-KO	HCT116 PTEN-null	NPY Y2 blocker	Yeast lifespan up	GALR2 antag	BB579 growth dn	Phagocyt inh
COC(=O)C1=NN(C(C)=O)C2(CC(=O)N(c3cc(C)cc(C)c3)C2=O)C1 (stereo not given)
    4	-0.1	·	94	108	-1	1	-12	-4	-5
O=C1C2C3CCCC3=C3CCCC3C2C(=O)N1c1ccc(Cl)cc1 (stereo not given)
    ·	·	0	·	·	-2	·	11	·	-3
COc1cc(COCC(O)CN2CCN(CCN3C(=O)c4cccc5cccc(c45)C3=O)CC2)cc(OC)c1OC (stereo not given)
    4	-1.6	-9	29	32	1	2	-3	-2	·
CN(C)c1ccc(/C=[N+](\[O-])C(C)(C)/C=N/O)cc1
    2	-1.7	·	89	95	1	-6	2	6	0
CN(Cc1nc(-c2cccnc2)no1)S(=O)(=O)c1ccccc1
    15	-0.7	-13	102	90	3	-13	1	-26	2
CC(C)C(=O)N1CCN(c2ccc(NC(=O)c3ccc4c(c3)OCCO4)cc2Cl)CC1
    10	1.1	-10	1.3*	1.7*	1	-20	-5	-39	0
FC(F)(F)c1cccc(N2CCN(C(=S)NC3CCCC3)CC2)c1
    10	-0.6	18	78	63	0	-15	-6	2	0
O=C(NCc1ccco1)/C(=C/c1cccnc1)NC(=O)c1cccc(Br)c1
    4	-1.2	-15	87	88	3	-13	-5	8	-2
CC12CCCCN1CCCc1c2[nH]c2ccccc12 (stereo not given)
    1	-3.4	·	79	81	4	0	6	-4	-1
Cc1nn2cc(-c3ccccc3)nc2s1
    20	0.7	·	88	88	2	-14	5	-44	-1
COc1cccc(C(=O)Oc2cc(C)[nH]c(=O)c2[N+](=O)[O-])c1OC
    4	-1.7	0	95	100	1	5	3	-23	·
CC12CCC(C(=O)O)(c3nc(C#N)c(C#N)nc31)C2(C)C (stereo not given)
    14	-1.0	-12	83	90	3	-1	2	-16	1
Cc1ccc2c(CC(=O)Nc3nc(C)cs3)coc2c1
    2	-2.7	·	84	71	6	-16	2	-11	0
O=C(Cn1ccc2ccccc2c1=O)N1CCN(Cc2ccc3c(c2)OCO3)CC1
    2	-1.5	·	98	91	0	-9	7	-55	-1
COc1ccc(N=Nc2nc(-c3ccccc3)c(-c3ccccc3)[nH]2)cc1
    9	0.5	·	73	59	-4	-2	4	-27	-16
COc1cccc(NC(=O)CSc2nccn2-c2cccc(OC)c2)c1
    4	1.3	·	89	97	2	-4	7	-72	-4
CCOC(=O)c1[nH]c2ccc(OC)cc2c1NC(=O)CCN1CCC(C)CC1
    12	-1.8	9	78	75	2	-9	-9	-9	-1
CC(=O)N1CCc2ccc(S(=O)(=O)N3CC(C)OC(C)C3)cc21 (stereo not given)
    16	-0.3	·	91	96	1	-4	-7	-4	-4

Screening results as filed in PubChem.

Hits appear at their usual frequency; any-hit rate near 6.1%.
